# MRP1 act = activators of MRP-1. H69AR cells + doxorubicin, viability rescue, CellTiter-Glo. viability increase, % at 10 µM. actives 0.61% (n = 140,000). AID 799;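 active = viability gain under doxorubicin at or above a set limit, the compound median plus 3 SD, cut at about 4.7% in these data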;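 note: MRP-1 overexpressing cells given doxorubicin 25 µM after compound pretreatment; 18-22 h compound pretreatment then 72 h with doxorubicin before readout; 0% = doxorubicin-only wells and 100% = vehicle-treated cells without doxorubicin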
# Yeast growth inh = reduces growth of yeast BB579 in restrictive medium; inhibition, % at 10 µM; S. cerevisiae BB579 growth, OD615, 48 h; actives 0.51% (n = 140,000);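 active = inhibition above a set limit, 3 SD over the mean compound inhibition, cut at about 44% in these data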; note: inactives centre near -24
#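 test system = yeast BB579 (DeaD) | buffer or medium = restrictive CSMM-D medium | doses = single compound dose of 10 µM, 0.25% DMSO final | times = 4 h preincubation and 48 h exposure at 30 °C | technique = culture absorbance at 615 nm | benchmarks = amphotericin B 10 µg/mL, positive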
# Phagocytosis inh = inhibitors of macrophage phagocytosis; J774A.1 macrophage IgG-bead phagocytosis, imaging; inhibition, % at 5 µM; actives 0.07% (n = 110,000); AID 1029;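 active = inhibition above the mean of the plate negative controls plus 5 SD, cut at about 13% in these data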;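 note: phagocytic index as fraction of beads internalized from green versus red external bead signal; plate controls were DMSO negative control for no effect and cytochalasin-D positive control for full effect; some results beyond the cut were filed as inactive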
# bCat KO growth = beta-catenin-lacking colon tumor cell growth suppression | HCT116 beta-catenin knockout viability, CellTiter-Glo, 60 h; stronger effect = lower value | viability, % at 10 µM | actives 1.5% (n = 140,000) | AID 818;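 active = viability at or under a set limit, the compound median less 4 SD, cut at about 6% in these data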;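 note: 0% = Hyamine 1622 control at 20 µM and 100% = untreated cell control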
# E-sel TNF inh = blocks E-selectin expression induced by TNF alpha. inhibition, % at 2 µM. HUVEC TNFa-induced E-selectin immunofluorescence, high content. actives 0.71% (n = 120,000);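 active = inhibition above the batch mean plus 3 SD, and confirmed as a hit on visual image review, cut at about 43% in these data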;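 note: 0% = TNF-stimulated DMSO wells and 100% = unstimulated control wells; not every result past the cut was called active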
# Measles CPE = protection of cells from measles virus; Measles virus-infected cells, CPE protection, absorbance; protection (pct of control), % at 4 µM; actives 1.5% (n = 140,000); in the data active = protection mostly above about 24%, no sharp cut-off; inactive = mostly below about 26%; note: some compounds called inactive have numbers as strong as hits
# GALR2 antag = antagonists of human galanin receptor 2 (GALR2) | GALR2-expressing cells, antagonist mode | actives 0.39% (n = 140,000) | O43603 | inhibition, % at 4 µM; in the data active = inhibition above about 27%;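 note: cells stimulated with galanin 1-16 at roughly its EC80; 0% = agonist challenge control and 100% = basal control without agonist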
# Target sequence (O43603 whole entry, looked up): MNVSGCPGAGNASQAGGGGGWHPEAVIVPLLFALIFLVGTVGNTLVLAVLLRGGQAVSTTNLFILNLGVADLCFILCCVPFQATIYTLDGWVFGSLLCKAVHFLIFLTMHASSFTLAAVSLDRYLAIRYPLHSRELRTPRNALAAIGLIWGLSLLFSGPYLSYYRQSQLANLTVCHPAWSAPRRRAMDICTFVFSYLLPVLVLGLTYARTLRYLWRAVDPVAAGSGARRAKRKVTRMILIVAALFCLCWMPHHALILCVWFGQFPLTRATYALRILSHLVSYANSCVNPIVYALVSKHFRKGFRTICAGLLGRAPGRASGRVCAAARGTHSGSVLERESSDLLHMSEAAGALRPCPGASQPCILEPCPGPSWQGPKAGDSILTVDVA
# PTEN del growth = PTEN-deleted cell growth suppression; AID 827; viability, % at 10 µM; actives 1.2% (n = 140,000); HCT116 PTEN-null viability, CellTiter-Glo, 60 h; stronger effect = lower value;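 active = viability at or below a set limit, 4 SD under the median of all tested compounds, cut at about 3.7% in these data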;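 note: PTEN knockout HCT116 line with beta catenin targeted HCT116 as companion control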
# Yeast lifespan up = yeast lifespan extension. actives 0.68% (n = 130,000). S. cerevisiae growth with nicotinamide, OD615; deaD strain in restrictive glucose medium. AID 775. inhibition of the nicotinamide effect, % at 10 µM;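 active = inhibition above a set limit, placed 3 SD over the median of all compounds, cut at about 26% in these data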;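 note: 0% = nicotinamide-treated wells and 100% = cells grown without nicotinamide; some compounds called inactive have numbers as strong as hits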
#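 Buffer or medium: CSMM-D glucose medium, restrictive; test system: modified budding yeast, DeaD strain; compound: single dose 10 µM compound, 0.25% DMSO; schedule: culture preincubation 4 h, compound exposure 48 h, both 30 °C; detection: optical density (absorbance) at 615 nm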
# NPY Y2 blocker = antagonists of human neuropeptide Y receptor Y2 | P49146 | inhibition, % at 2.7 µM | NPY-Y2 expressing cells, antagonist mode | actives 0.99% (n = 140,000); in the data active = inhibition above about 17%;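 note: 0% = vehicle with agonist challenge and 100% = reference antagonist with challenge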
# Target sequence (P49146 whole entry, looked up): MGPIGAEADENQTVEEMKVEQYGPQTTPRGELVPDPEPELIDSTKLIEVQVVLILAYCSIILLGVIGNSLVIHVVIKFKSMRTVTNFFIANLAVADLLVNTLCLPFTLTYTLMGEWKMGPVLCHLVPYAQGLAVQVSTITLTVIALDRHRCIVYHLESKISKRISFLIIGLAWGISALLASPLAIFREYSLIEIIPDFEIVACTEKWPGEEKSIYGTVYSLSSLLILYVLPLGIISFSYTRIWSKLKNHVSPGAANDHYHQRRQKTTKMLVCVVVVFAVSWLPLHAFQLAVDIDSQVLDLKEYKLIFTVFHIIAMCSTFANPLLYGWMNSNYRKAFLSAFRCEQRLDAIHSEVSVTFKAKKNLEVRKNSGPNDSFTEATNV
# The depositor's hits bear a star; x = no result given.
SMILES,MRP1 act,Yeast growth inh,Phagocytosis inh,bCat KO growth,E-sel TNF inh,Measles CPE,GALR2 antag,PTEN del growth,Yeast lifespan up,NPY Y2 blocker
CCOc1cc(S(=O)(=O)NCc2ccccc2)ccc1F,-0.8,-53,-2,100,15,7,-3,105,7,1
CC(Sc1nnc(Cc2cccs2)n1C1CCCCC1)C(N)=O (configuration not stated),-2.7,15,-3,94,-1,11,5,94,-12,0
COc1ccc(-n2c(=S)[nH]c3cc(C(=O)Nc4ccccc4OC)ccc3c2=O)cc1,0.4,-13,2,21,x,27,13,27,-1,3
COc1ccc(CCNC(=O)COC(=O)c2cnccn2)cc1,1.2,-20,-1,97,x,4,-12,97,-6,-2
C=CCn1c(SCC(=O)C(C)(C)C)nnc1-c1cccs1,-1.1,5,-1,102,33,2,-7,99,-5,2
CC1(C)CC(=O)N(c2ccccc2)C1(C)O (configuration not stated),-1.8,-1,-1,99,-14,9,-6,94,-7,1
CCCc1ccc(OCC(O)CN2CCN(c3ccccc3)CC2)cc1 (configuration not stated),-1.0,-7,-1,97,x,17,-6,96,-15,12
Cc1csc(SCC(=O)Nc2sc3c(c2C#N)CCC3)n1,-3.3,-23,1,48,12,30,4,47,-9,3
CCCc1nnc(N2C(=O)c3cccc4cccc(c34)C2=O)s1,-3.9,5,0,95,10,5,7,92,-35,-1
COc1cc(NC(=O)C2CCC(CNc3c(N4CCCCC4)c(=O)c3=O)CC2)cc(OC)c1 (configuration not stated),-2.6,-15,0,93,-29,5,3,97,-9,0

# Reprinted from the part before: three compounds, followed by the next part.
SMILES,MRP1 act,Yeast growth inh,Phagocytosis inh,bCat KO growth,E-sel TNF inh,Measles CPE,GALR2 antag,PTEN del growth,Yeast lifespan up,NPY Y2 blocker
Cc1csc(SCC(=O)Nc2sc3c(c2C#N)CCC3)n1,-3.3,-23,1,48,12,30,4,47,-9,3
CCCc1nnc(N2C(=O)c3cccc4cccc(c34)C2=O)s1,-3.9,5,0,95,10,5,7,92,-35,-1
COc1cc(NC(=O)C2CCC(CNc3c(N4CCCCC4)c(=O)c3=O)CC2)cc(OC)c1 (configuration not stated),-2.6,-15,0,93,-29,5,3,97,-9,0
O=C(/C=C/c1ccc(F)cc1)Nc1nc2ccccc2[nH]1,-0.6,-31,-3,90,x,4,1,90,4,3
CN1CC(=O)N/C1=N\C(=O)Nc1ccc2c(c1)N(C)C(=O)CS2,-1.7,-18,-1,99,4,15,7,101,-8,2
CN(C(=O)c1ccccc1C(=O)c1ccccc1)C1CCS(=O)(=O)C1 (configuration not stated),0.2,-28,0,101,x,17,-13,99,-3,0
CCC(C)(C)NC(=O)c1ccc(Sc2nncn2C)c([N+](=O)[O-])c1,0.1,-25,-5,87,45,7,3,91,-2,3
C=CCn1c(C)c(C(C)=O)c(N2CCCC2)nc1=S,-2.7,-48,-1,99,-1,6,-3,98,-21,6
COC(=O)c1cc(NC2c3ccccc3C(=O)N2c2ccc(Cl)cn2)cc(C(=O)OC)c1 (configuration not stated),2.5,-18,x,79,-1,36,2,62,2,4
COC(=O)c1[nH]c(C)c(/C(O)=C2\C(=O)C(=O)N(CCN(C)C)C2c2ccc(C)o2)c1C (configuration not stated),-2.3,4,0,93,-20,6,0,97,-23,1
Cc1ccc(C(=O)NCCN(C)C)c(C)c1,-0.9,-47,0,98,-13,5,2,100,-12,8
CC1=CC(=C(C#N)c2nc3ccccc3s2)C=C(C)N1Cc1ccco1,-2.4,-2,1,56,x,5,9,50,-15,-1
c1ccc(CN(Cc2ccco2)C(c2ccncc2)c2nnnn2C2CCCC2)cc1 (configuration not stated),-4.2,-35,0,77,-4,8,7,86,-10,6
CCCC1=NN2C(=N)/C(=C\c3cc(C)n(-c4cc(C)cc(C)c4)c3C)C(=O)N=C2S1,1.4,-22,1,84,-12,8,-4,95,-1,6
CS(=O)(=O)NCCSCc1ccc(Cl)cc1,1.2,-34,-3,85,x,11,-12,86,4,2
COC(=O)CNC(=O)COC(=O)c1cc(Cl)cc(Cl)c1N,-2.4,-5,x,86,-8,15,0,89,-2,3
O=C(NCCN1CCN(c2ccccc2F)CC1)C1c2ccccc2C(=O)N2CCc3ccccc3C12 (configuration not stated),-2.5,-43,-1,81,x,14,1,73,-8,6
CC1CCN(C(=O)CNC(=O)Cn2ccc3ccccc3c2=O)CC1,-3.2,-10,1,90,x,0,1,90,-7,5
CCN(CC)S(=O)(=O)c1cc(C(=O)Nc2ccccc2C(=O)O)ccc1OC,-0.1,-50,x,102,x,11,-2,105,-1,2
CCCOc1ccc(CNC(=S)N/N=C/c2ccc([N+](=O)[O-])cc2)cc1,-2.7,-22,-1,96,19,8,-9,106,-6,-4
CC/C(=N\NC(=O)CSCc1ccccc1Cl)c1ccc2c(c1)OCCO2,-2.0,-35,-8,98,x,6,-13,88,3,7
CC(/C=C/c1ccc2c(c1)OCO2)=N/NC(=O)c1ccc(C)nc1,-2.4,6,-8,58,x,12,-2,56,-7,3
CCOC(=O)CCSc1nc(C)cc(C(F)(F)F)c1C#N,-3.3,-22,-5,77,-32,19,4,87,-9,2
COC1(OC)N=C(NC(=O)Nc2ccccc2)C2(C#N)C(c3ccccc3)C12C#N (configuration not stated),2.2,-36,2,97,5,7,3,96,-23,0
COC(=O)CC(NS(=O)(=O)c1cccs1)c1ccccc1Cl (configuration not stated),-0.3,-55,0,97,23,13,7,100,-12,-2
CCCOc1ccc(C(C)=O)cc1CSc1nc(O)cc(=O)[nH]1,-0.5,-56,1,92,17,3,-6,95,-5,0
O=C(c1ccc2c(c1)OCO2)N(Cc1cccs1)C1(C(=O)NC2CCCCC2)CCCCC1,-4.4,-63,-2,59,5,7,4,48,10,37*
COc1ccc(/C=N/Nc2nc(-c3ccc(Cl)cc3)cc(C(F)(F)F)n2)cc1OC,5.6*,-41,-19,55,-31,7,-11,44,-7,0
Cc1ccccc1NC(=O)CSc1nnc(Cc2cccn2C)n1-c1ccc(F)cc1,-3.4,12,0,79,x,5,3,75,-8,1
COc1ccccc1NCC(=O)N/N=C/C=C/c1ccccc1,-0.6,-20,-2,84,x,12,-2,79,-5,5
O=[N+]([O-])c1ccc(Cl)cc1NCCCN1CCOCC1,-3.5,-22,-6,92,34,3,-4,92,2,3
N#C/C(=C(/O)C(Cl)c1ccccc1)c1nc2ccccc2s1 (configuration not stated),-0.3,-82,0,96,14,7,4,104,7,-2
Cc1nc(NC(=O)CC(C)C)sc1-c1csc(Nc2ccc(Cl)cc2Cl)n1,-2.3,-38,-1,76,-27,5,-25,78,-33,1
CCC(C)NC(=O)Cn1c(=O)n(CCCC(=O)NCc2ccccc2Cl)c(=O)c2ccccc21 (configuration not stated),-5.9,-30,-2,81,20,4,15,75,-17,0
COc1ccc(-c2nsc(C(=O)N(c3ccc(F)cc3)C(C(=O)NC3CCCC3)c3ccc(OC)cc3)c2N)cc1 (configuration not stated),-2.1,-31,-1,80,-59,10,-3,86,6,1
CC(C)(C)c1ccc(COC(=O)CNC(=O)CNC(=O)Cc2ccccc2)cc1,-2.3,-10,8,93,-62,5,0,87,-1,1
Cc1cc(N2CCN(C/C=C/c3ccccc3)CC2)n2ncnc2n1,-1.9,-63,0,20,-73,32*,21,40,0,4
O=C(COC(=O)CCCNC(=O)c1ccc(Cl)cc1)NCc1ccccc1Cl,0.8,-53,-1,102,-7,3,6,104,-3,0
O=C(C[n+]1ccccc1)Nc1nc2ccccc2s1,-0.1,-39,4,86,-1,2,4,101,10,1
CC(C)c1nnc(NC(=O)c2cccnc2)s1,-1.0,-39,3,92,7,10,-7,100,-9,2
CCN1CCN(c2ccc(NC(=O)c3cccnc3)cc2Cl)CC1,-2.5,-17,x,89,x,10,4,91,-11,6
CC(=O)c1cc(-c2ccccc2)n(CC(=O)NCc2cccs2)c1C,-2.8,-34,-1,91,-8,4,7,93,-4,13
CC(C)(C)CC(=O)Nc1ccc(Nc2ccccc2)cc1,-1.4,-10,2,98,-55,7,4,105,-23,-3
COC(=O)c1cc(Cl)c(NS(=O)(=O)c2ccccc2)cc1OC,-1.7,-13,-2,86,x,26,-5,78,-5,15
CCOC(=O)N1CCC(Nc2c(OCC)c(=O)c2=O)CC1,-0.2,-29,0,93,x,20,1,106,-5,1
COc1ccc(-n2cnnc2SCC(=O)Nc2cc(S(=O)(=O)N3CCCCC3)ccc2C)cc1,-1.1,-30,0,90,39,9,-1,95,2,-1
COC(=O)c1ccc(COc2cc(O)c3c(c2)OC(C)(C)CC3=O)cc1,6.1*,-66,8,86,-37,1,4,77,0,6
Cc1cc(NS(=O)(=O)c2ccccc2)c([N+](=O)[O-])cc1C,0.0,-39,7,88,-24,17,4,90,19,3
Cc1ccccc1/C=N/N1CCN(c2ccccc2)CC1,-0.4,-43,0,95,x,14,16,98,-5,3
CCOC(=O)N1CCN(C(=O)c2ccccc2NC(=O)c2ccc(OC)cc2)CC1,-1.4,-9,0,106,31,6,1,100,-4,-1
CCc1cccc(CC)c1C(O)c1cccnc1 (configuration not stated),-0.9,-20,-1,90,x,4,-5,87,8,6
O=C(c1ccc(=O)oc1)N1CCCc2ccccc21,-2.4,-30,-2,104,-39,5,-5,95,-13,0
CC1CCN(C(=O)COC(=O)c2cc3ccccc3cc2O)CC1,3.2,-9,3,85,-9,6,1,83,-7,6

# Continuation.
SMILES,MRP1 act,Yeast growth inh,Phagocytosis inh,bCat KO growth,E-sel TNF inh,Measles CPE,GALR2 antag,PTEN del growth,Yeast lifespan up,NPY Y2 blocker
CC(=O)Nc1ccc(C(=O)CSc2nnc(C)o2)cc1,-1.8,-35,0,93,-27,2,8,99,1,1
Cc1ccc(NCc2nnc(SCC(=O)Nc3ncc(C)s3)n2Cc2ccco2)c(C)c1,-5.8,-57,2,42,-47,11,19,14,0,-1
CCOC(=O)c1cnc(-c2ccccc2)nc1Oc1ccc(Cl)cc1,-3.6,-49,x,83,-4,2,-5,89,36,2
Cc1ccc(C)c(S(=O)(=O)n2cnc3ccccc32)c1,-0.3,-26,-2,97,4,6,3,100,5,5
Nc1nc(N2CCN(C/C=C/c3ccccc3)CC2)nc2ccccc12,-2.0,-8,0,73,-9,11,-4,67,16,9
Cc1ccc(NC2=NC(C(=O)Nc3ccc(C)c(C)c3)CC(=O)N2)cc1 (configuration not stated),-2.3,-16,-2,91,-8,15,0,103,-4,3
CC1(C)CC(=O)C(C=NCCN2CCN(C(=S)NC3CCCCC3)CC2)=C(O)C1,-0.5,0,x,104,x,7,3,100,0,0
CC(C)(C)OC(=O)N1CCC(c2cc(=O)n3[nH]cc(C(=O)NC4CCCC4)c3n2)CC1,1.3,5,0,95,x,11,-14,91,-7,5
CCc1ccc(C2CC(c3ccc(F)cc3)Nc3nc(N)nn32)cc1 (configuration not stated),-1.3,0,1,110,26,6,2,92,-5,3
COc1cc(OC)cc(-c2nc3ccccc3s2)c1,-1.9,-2,x,59,-8,6,12,50,-24,1
O=C(CCCc1ccccc1)NCc1cn2ccsc2n1,0.5,-20,0,107,6,12,-9,108,-7,1
